# From PubChem BioAssay
# TCR act – T cell receptor activation | primary human leukocytes, anti-CD3, IL-2 HTRF, 48 h | Potency, µM (titrated, usually from 9.22 µM), for inactives: top-dose activation of IL-2 secretion, hits mostly activators | 330,000 tested, under 10 active; note: % of control where 0% means no effect
#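 1) Mix primary human leukocytes, a-CD3 beads and compound. 2) Incubate 48 hr. 3) Add HTRF IL-2 reagents (a-IL-2-K, a-IL-2-d2).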
# ASM inhibitor – inhibitors of human secretory acid sphingomyelinase. P17405. placental ASM, HMU-PC fluorogenic substrate, 60 min. Potency, µM (highest dose often 57.5 µM), for inactives: at the highest dose activity change, negative = inhibition, usual class: inhibitors. hit rate 0.006% among 340,000. AID 504937; note: potency is the fitted concentration of half-maximal effect
#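 Human placenta-derived ASM enzyme was preincubated with compound for 10 minutes at room temperature, then given fluorogenic substrate HMU-PC0 (9 uM final) for 60 minutes at 37 °C; a pH 10 stop preceded fluorescence reading at Ex 386/Em 447 nm.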
# Mito fusion act – mitochondrial division inhibition or fusion activation; S. cerevisiae fusion-defective mutant growth rescue, CellTiterGlo 48 h; Potency, µM (titrated, usually from 46.1 µM), for inactives: at the top dose growth rescue (activation), hits mostly activators; hit rate 0.23% among 320,000; AID 485298;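 note: potency is the fitted concentration of half-maximal effect; % of control where 0% means no effect; nearly all actives have a fitted effect of over 45% in size; temperature-sensitive fusion mutants such as fzo1-1 at 37 °C on non-fermentable ethanol glycerol medium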
#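 Compounds are tested for their ability to restore growth of mitochondrial fusion-defective yeast strains at non-permissive 37C in YPEG medium over 48 hours. Viability is quantified by luciferase luminescence.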
# MLL CXXC-DNA inh – inhibitors of human MLL CXXC domain-DNA interaction. MLL-CXXC / FITC-HOXA9 DNA fluorescence polarization. hit rate 0.037% among 290,000. Potency, µM (series often up to 115 µM), inactives show at the top dose activity change, negative = inhibition, hits mostly inhibitors; active = well fitted inhibition curve with a large enough effect in the polarisation, with a control signal flat, not every such curve was filed as active; inconclusive = small, poorly fitted or top-dose-only effect, or effect the other way, or a change in a side signal; inactive = no such curve, though single readings can be large or run the other way; the % refers to the polarisation; note: potency is the fitted concentration of half-maximal effect
#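 Fluorescence polarization: 7 uM MLL-CXXC (stock) preincubated 5 min with compounds, then 50 nM fluorescein-HOX-A9 DNA (stock) added; 30 min ambient. Buffer 50 mM Tris-HCl pH 7.5, 50 mM NaCl, 1 mM DTT, 0.05% BSA.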
# MBNL1-CUG inh – MBNL1-poly(CUG) RNA binding inhibition. Q9NR56. TR-FRET MBNL1-His/biotin-(CUG)12 binding, 665/545 ratio. Potency, µM (highest dose often 57.5 µM), for inactives: at the top dose activity change, negative = inhibition, most hits filed as inhibitors. hit rate 0.036% among 280,000. AID 2675; active = well fitted inhibition curve with a large enough effect in the signal ratio, with a control signal flat, not every such curve was filed as active; inconclusive = small, poorly fitted or top-dose-only effect, or effect the other way, or a change in a side signal; inactive = no such curve, though single readings can be large or run the other way; the % refers to the signal ratio; note: potency is the fitted concentration of half-maximal effect; % is set by controls: 0 for no effect and ±100 for the full control effect
#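 Compound titration spanned 92 nM–58 uM against the MBNL1-His/biotin-(CUG)12 complex. After 60 min at room temperature with 5 nM streptavidin-XL665 and 0.055 ng/ul terbium anti-His, ratiometric 665/545 nm emission (Ex 340 nm) normalized to controls.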
# A-T KAP1 phos – potential ataxia-telangiectasia treatments restoring KAP-1 phosphorylation; hit rate 0.19% among 320,000; […] A-T fibroblasts, KAP-1 phosphorylation AlphaLISA; neocarzinostatin DNA damage 30 min before lysis; Potency, µM (top dose mostly 57.5 µM), without a hit: top-dose activation, usual class: activators; note: potency is the fitted concentration of half-maximal effect; % of control where 0% means no effect; nearly all actives have a fitted effect of over 45% in size
#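 ATM-like activity read as KAP-1 phosphorylation via AlphaLISA donor/acceptor antibody pairs after lysis and 6 hr at 25C. Cells were ATM-null patient fibroblasts ([…], hTERT), dosed 60 min, then exposed to the DSB inducer NCS for 30 min.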
# TSG101-PTAP inh – blocks PTAP/TSG101 interaction to inhibit HIV-1 budding; Q99816; Fluorescence polarization, FITC-PTAP peptide / Tsg101 binding; Potency, µM (highest dose often 115 µM), without a hit: top-dose activity change, negative = inhibition, hits mostly inhibitors; 340,000 tested, under 10 active; AID 493005; active = well fitted inhibition curve with a large enough effect in the main read-out, with a control signal flat, not every such curve was filed as active; inconclusive = small, poorly fitted or top-dose-only effect, or effect the other way, or a change in a side signal; inactive = no such curve, though single readings can be large or run the other way; note: potency is the fitted concentration of half-maximal effect; % of control where 0% means no effect
# Target sequence (Q99816 whole entry, looked up): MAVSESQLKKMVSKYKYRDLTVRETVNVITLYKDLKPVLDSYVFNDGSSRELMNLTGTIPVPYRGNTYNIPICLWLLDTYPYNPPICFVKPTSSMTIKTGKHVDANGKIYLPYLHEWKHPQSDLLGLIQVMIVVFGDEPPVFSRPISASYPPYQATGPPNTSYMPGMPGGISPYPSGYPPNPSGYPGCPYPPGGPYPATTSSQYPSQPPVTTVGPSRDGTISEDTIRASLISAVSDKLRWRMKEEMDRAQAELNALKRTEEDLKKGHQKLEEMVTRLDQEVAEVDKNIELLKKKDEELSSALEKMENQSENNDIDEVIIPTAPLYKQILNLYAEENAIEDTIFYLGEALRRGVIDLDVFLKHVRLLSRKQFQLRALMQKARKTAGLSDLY
#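 Fluorescence polarization binding of Tsg101 binding domain (10 uM final) to FITC-labeled PTAP peptide (50 nM final) in HEPES pH 7.5 buffer with NaCl, Tween 20, EDTA, TCEP. Compounds added before peptide; binding 20 min at RT.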
# TSHR antagonist – antagonists of human thyroid stimulating hormone receptor; P16473; TSHR-expressing cells, TSH-stimulated cAMP HTRF, 2 h; hits give low values; activity change, negative = inhibition, % at 11.5 µM; hit rate 0.2% among 330,000;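 active = activity change below a set negative limit, meaning inhibition stronger than a set level, cut at about -70% in these data; inconclusive = activity change between two set negative limits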; note: % is set by controls: 0 for no effect and ±100 for the full control effect
#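 Inhibition of cAMP made by TSHR-expressing cells under TSH stimulation (4nM final, EC80; 2 h, 37 deg C) is quantified with a one-step lysis HTRF kit, anti-cAMP cryptate versus cAMP-d2.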
# Menin-MLL TR inh – displaces Texas Red mutant MLL peptide from human menin. O00255. Menin + Texas Red MLL mutant peptide, fluorescence polarization. Potency, µM (top dose mostly 61.6 µM), for the others: at the highest dose FP activity change, negative = inhibition, usual class: inhibitors. hit rate 0.23% among 270,000. AID 1768; active = well fitted inhibition curve with a large enough effect in the polarisation, with a control signal flat, not every such curve was filed as active; inconclusive = small, poorly fitted or top-dose-only effect, or effect the other way, or a change in a side signal; inactive = no such curve, though single readings can be large or run the other way; the % refers to the polarisation; note: potency is the fitted concentration of half-maximal effect; % of control where 0% means no effect; many of its hits are not listed in these tables
# Target sequence (O00255 whole entry, looked up): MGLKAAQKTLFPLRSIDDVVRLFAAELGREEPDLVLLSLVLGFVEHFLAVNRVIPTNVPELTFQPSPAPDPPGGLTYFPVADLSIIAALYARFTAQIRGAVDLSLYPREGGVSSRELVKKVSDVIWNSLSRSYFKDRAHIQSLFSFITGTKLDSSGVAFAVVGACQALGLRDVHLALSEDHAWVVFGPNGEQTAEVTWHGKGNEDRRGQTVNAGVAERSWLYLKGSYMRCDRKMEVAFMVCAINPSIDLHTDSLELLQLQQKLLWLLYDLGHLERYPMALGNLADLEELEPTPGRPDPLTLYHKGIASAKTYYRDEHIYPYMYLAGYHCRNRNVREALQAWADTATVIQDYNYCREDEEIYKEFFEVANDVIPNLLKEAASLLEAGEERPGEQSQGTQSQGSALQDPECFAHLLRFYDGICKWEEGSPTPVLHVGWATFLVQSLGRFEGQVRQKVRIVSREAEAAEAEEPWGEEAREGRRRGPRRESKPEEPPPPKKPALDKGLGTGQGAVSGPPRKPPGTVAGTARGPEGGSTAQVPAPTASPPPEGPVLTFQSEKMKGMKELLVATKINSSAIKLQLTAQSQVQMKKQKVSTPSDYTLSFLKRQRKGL
# Integrin act MD – activates integrin-mediated alleviation for muscular dystrophy; Potency, µM (highest dose often 38.3 µM), for the others: at the highest dose activation, usual class: activators; alpha7betagal myoblasts, beta-gal FDG fluorescence, 48 h; hit rate 0.064% among 350,000; AID 624291;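 note: potency is the fitted concentration of half-maximal effect; 100% = response of the positive control SU9516; nearly all actives have a fitted effect of over 60% in size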
#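 alpha7betagal+/- myoblasts (passage 13, 250/well) treated 48 h at 37C with compounds at 1:260 dilution of DMSO stock. Lysed, then beta-galactosidase activity read as FDG fluorescence (ex 480/em 540) after 30 min, with pre-read for autofluorescence.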
# * hit, by the source's call; u = inconclusive; x = not tested or not shown; & = joins results of further samples; [ ] = another dose, or the depositor's remark. Unless noted, calls come from the whole dose curve; as a rule, active = well fitted curve in the direction sought with a large enough effect; inconclusive = small, poorly fitted or top-dose-only effect, or another doubt; inactive = no such curve, though single readings can be large; an effect the other way counts as inactive or inconclusive. Only part of the results is shown. The share of hits here may be higher or lower than overall.
SMILES,TCR act,ASM inhibitor,Mito fusion act,MLL CXXC-DNA inh,MBNL1-CUG inh,A-T KAP1 phos,TSG101-PTAP inh,TSHR antagonist,Menin-MLL TR inh,Integrin act MD
CCC(C(=O)OCC(=O)Nc1c(Cl)cccc1Cl)c1ccccc1 (centres undefined),-8%[46.1 µM],2%,-2%,-5%,-6%,0%,0%,-5,-1%,-11%
CCOC(=O)NC(=O)COC(=O)CNC(=O)c1cccc(OC)c1,-4%,2%,3%,2%,-6%,0%,0%,2,13%,u
Clc1ccc(SCc2cn3ccsc3n2)cc1,2%,4%,3%,-7%,-2%,7%,-3%,-16,11%,-16%
O=C(Cc1cccc(NC(=O)C2CCCN(C(=O)C3CCC3)C2)c1)Nc1cccc(C(=O)N2CCCCC2)c1 (centres undefined),2%,2%,x,x,x,x,-3%,x,x,-4%
Cc1cc(C)nc(NS(=O)(=O)c2ccc(Br)s2)c1,9%,1%,3%,6%,9%,15%,-5%,11,-3%,11%
Cc1c([N+](=O)[O-])nnn1-c1cc(Cl)cc(Cl)c1,-2%,0%,27%,11%,17%,3%,-2%,-2,9%,0%
Cc1nc2ccccn2c1C(=O)NCc1ccc2c(c1)OCO2,-1%,4%,4%,-5%,-6%,12%,-1%,-12,3%,-12%
CCOC(=O)N1CCN(C(=S)NC(=O)c2ccnn2C)CC1,-3%[46.1 µM],0%,-14%,0%,-33%,0%,0%,31,-5%,-5%
CN1CCN(CC(=O)C23CC4CC(CC(C4)C2)C3)CC1,2%,2%,2%,6%,-2%,4%,4%,10,-10%,-15%
COc1ccc(OCC(=O)Nc2cccc(C(=O)Nc3ccccc3C(=O)O)c2)cc1,-4%[46.1 µM],7%,-2%,1%,5%,6%,0%,-18,u,-9%
O=CNCCCc1nc2ccccc2n1Cc1cccc2ccccc12,x,0%,2%,0%,7%,2%,-11%,1,u,1%
O=C(Nc1ccccc1)c1ccc(OC(=O)c2ccccc2)cc1,x,1%,0%,47%[activator],1%,0%,-1%,-8,u,3%
CC(NC1CCCC1)c1ccccc1 (centres undefined),3%,-4%,4%,4%,-17%,0%,-5%,18,29%,0%
CCCCN(CCCC)C(=O)CSc1nnc2n(C)c(=O)c3c4c(sc3n12)CCCC4,-19%[46.1 µM],0%,5%,4%,-13%,-1%,-6%,1,-25%,13%
COc1ccc(/C=N/n2cnc3c([nH]c4ccccc43)c2=O)cc1CO,-14%,9%,-1%,-10%,1%,9%,-1%,-4,x,-12%
COc1cccc(CNC(=O)C(=O)NCCc2ccc(OC)c(OC)c2)c1,2%[46.1 µM],x,4%,4%,-1%,3%,0%,3,-2%,4%
Cc1ccc(-n2nnc3c(=O)n(CC(=O)NCc4ccco4)cnc32)cc1,-5%,-5%,-1%,6%,4%,4%,-2%,0,-6%,-27%
O=C(NCCCN1CCCCC1)c1ccc2c(c1)NC(=O)c1ccccc1S2,5%,1%,5%,6%,-5%,-10%,-4%,4,1%,-72%[inhibitor]
Cc1onc(-c2ccccc2)c1C(=O)N1CCN(S(=O)(=O)c2ccc(Cl)cc2)CC1,-13%,-1%,2%,2%,2%,1%,-1%,-5,x,12%
Cn1nc(-c2ccccc2)c(N2CCCCC2)cc1=O,7%,1%,-1%,17%,7%,1%,-2%,-8,-6%,u
COc1ccc(N(CC(=O)N2CCc3ccccc32)S(=O)(=O)c2c(C)n[nH]c2C)cc1,3%,-1%,-1%,2%,7%,-5%,-5%,-5,3%,-22%
Cc1ccc(Nc2ccc(C(=O)O)cc2N)cc1,4%,37%[activator],5%,-2%,14%,-2%,-7%,-17,-27%,-9%
O=C(COc1ccccc1)NC1CCCCC1,1%[46.1 µM],-1%,13%,1%,2%[11.5 µM],-3%,-4%,5,-1%,13%
COc1ccccc1-c1c(C(F)(F)F)oc2cc(OCC(=O)Nc3ccccc3C(F)(F)F)ccc2c1=O,-2%[46.1 µM],-6%,-2%,5%,-5%,5%,-2%,-8,-16%,-13%
CCCCCC(=O)Nc1cccc(C2=NOC3(C2)C[C@@H](C(N)=O)N(C(=O)c2cc([N+](=O)[O-])cc([N+](=O)[O-])c2C)C3)c1 (some centres undefined),0%,-16%,-7%,-18%,u,32%,1%,6,x,0%
COC(=O)[C@H](C)N(Cc1ccc(Cl)c(Cl)c1)S(=O)(=O)CCN1CCN(c2ccccc2)CC1,2%[46.1 µM],-1%,x,x,x,8%,-3%,-13,x,14%
COc1ccc(CCNC(=O)c2ccc(Cl)cc2)cc1,5%,2%,-5%,6%,-1%,-1%,-5%,-6,4%,9%
CCOC(=O)c1c(S(=O)(=O)NCC(=O)NCc2cccc(C)c2)c(C)n(C)c1C,1%,2%,-1%,8%,-6%,-7%,-1%,7,-11%,5%
COc1cccc(CNc2ncnc3ccc(-c4c(C)noc4C)cc23)c1,7%,3%,10%&3%,x,x,5%&7%,x,-17&-15,28%,x
C/C=C/C(=O)OCC(=O)Nc1ccc(F)cc1Cl,1%,-1%,1%,15%,1%,-9%,-6%,0,5%,-16%
O=C(Cn1nnc(-c2ccccc2)n1)N/N=C/c1cc([N+](=O)[O-])ccc1O,-1%[46.1 µM],2%,12%,8%,-23%,x,-1%,6,-4%,14%
O=C(CSc1nnc(SCc2ccccc2Cl)s1)N/N=C/c1c[nH]c2ccccc12,-2%[46.1 µM],-13%,-3%,5%,-3%,4%,0%,-31,u,-29%
CCOc1ccc(NC(=O)CCc2ccc(C)o2)cc1,3%,1%,2%,2%,-3%,6%,-2%,-9,x,13%
O=S(=O)(NC1CCCc2ccccc21)c1cnc[nH]1 (centres undefined),-3%,3%,26%,-3%,0%,x,-8%,16,u,-31%
Cc1ccc2c(c1)nnn2C1CCN(CC(=O)NNC(=O)c2ccco2)CC1,-8%,4%,3%,-10%,-4%,-6%[11.5 µM],-4%,-3,-11%,12%
COc1cc(/C=C/C(=O)O)ccc1OCc1ccccc1C#N,2%[46.1 µM],0%,2%,-2%,31%[activator],10%,-2%,-9,-9%,2%
COc1ccc(NC(=O)C2C3CCC(O3)C2C(=O)O)cc1OC (centres undefined),-7%,5%,-4%,0%,1%,5%,-4%,-14,6%,-11%
O=C(Nc1ccc2c(c1)OCO2)C1CCN(Cc2cc3c(cc2O)OCO3)CC1,4%,2%[11.5 µM],-18%,1%,5%,-12%,-5%,-2,16%,-30%
COc1ccc(CNC(=S)Nc2ccc(S(N)(=O)=O)cc2)cc1,4%,-4%,0%,-1%,0%,3%,0%,-8,-2%,15%
Cc1ccc(C)c2sc(NC(=O)c3ccc(N4CCCCC4)c([N+](=O)[O-])c3)nc12,5%,-4%,1%,0%,-3%,3%,-5%,-3,9%,21%
COC(=O)CNS(=O)(=O)c1ccc(Cc2ccc(S(=O)(=O)NCC(=O)OC)cc2)cc1,-5%,-2%,-26%,3%,4%,x,-4%,-14,-2%,u
COC(=O)Nc1ccc(NC(C)=O)cc1,4%,5%,0%,-4%,-1%,6%,-5%,-2,16%,0%
Cc1ccc(NC(=O)c2ccc(CNc3c(N4CCOCC4)c(=O)c3=O)cc2)cc1,2%,-5%,1%,8%,6%,9%,-5%,-4,2%,2%
CC1CC(C)CN(S(=O)(=O)c2ccc(C(=O)Nc3sccc3C(N)=O)cc2)C1 (centres undefined),-2%,-1%,8%,7%,28%,6%,-9%,9,u,-1%
CC(C)(O)CN(C(=O)c1ccccc1)C1CCCCC1,3%,3%,x,x,x,x,-5%,x,x,10%
Cc1ccc(NC(=O)C(=O)NCC2CCCN2S(=O)(=O)c2cccs2)cc1 (centres undefined),1%,3%,8%,x,x,-2%,0%,-19,x,0%
COCCn1c(SCC(=O)NNC(=O)c2ccccc2)nc2ccccc2c1=O,5%[46.1 µM],0%,-6%,-3%,-14%,0%,0%,-11,-3%,19%
O=C(NNc1ccccc1)c1ccc(Cl)c(Cl)c1,-5%,-2%,x,x,x,x,-2%,x,x,10%
CC(=O)c1ccc(N2CCN(CC(=O)Nc3ccccc3N3CCOCC3)CC2)cc1,-1%,-2%,-7%,15%,4%,4%,0%,-12,-6%,4%
O=C(COc1cccc(-n2cnnn2)c1)NC1CCCCC1,-4%,-3%,-4%,-14%,-3%,7%,-1%,-6,-1%,1%
Cc1cc(-c2nnc(SCC(=O)Nc3ccc(C(F)(F)F)cc3)n2C)no1,2%,1%,-1%,-1%,x,1%,-3%,1,x,8%
